CHT block: human CHT choline transport inhibition; 310,000 tested, 0.86% active; Q9GZV3; B-score at 10 µM; CHT-expressing cells, membrane potential dye, choline response; stronger effect = lower value;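 active means B-score over 3 SD under the library average, and starting fluorescence ratio not unusually high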;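 further: choline stimulus applied at its EC90 after an EC20 pre-addition; B-score computed on integrated fluorescence ratio after choline addition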
Target sequence (Q9GZV3 whole entry, looked up): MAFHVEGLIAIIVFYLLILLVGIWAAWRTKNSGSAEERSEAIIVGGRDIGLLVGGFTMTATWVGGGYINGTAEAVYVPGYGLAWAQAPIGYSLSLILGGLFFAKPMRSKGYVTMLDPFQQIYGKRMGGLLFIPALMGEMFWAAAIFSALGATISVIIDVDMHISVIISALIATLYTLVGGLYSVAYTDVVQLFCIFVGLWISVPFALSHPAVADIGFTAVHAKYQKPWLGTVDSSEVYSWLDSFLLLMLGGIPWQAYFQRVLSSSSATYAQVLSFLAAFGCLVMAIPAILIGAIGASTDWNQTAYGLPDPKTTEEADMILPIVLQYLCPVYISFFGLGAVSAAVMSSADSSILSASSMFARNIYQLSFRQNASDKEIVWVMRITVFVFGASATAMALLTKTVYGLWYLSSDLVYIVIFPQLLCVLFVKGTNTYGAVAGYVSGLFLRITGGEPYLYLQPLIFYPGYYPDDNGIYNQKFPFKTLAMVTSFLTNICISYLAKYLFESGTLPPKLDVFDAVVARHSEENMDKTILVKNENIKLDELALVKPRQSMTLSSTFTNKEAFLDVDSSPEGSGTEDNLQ
CHT PAM: allosteric activators of human choline transporter CHT; Q9GZV3; CHT-expressing cells, membrane potential dye, choline EC20; stronger effect = higher value; LV-AA mutant CHT in HEK293 cells; B-score at 10 µM; 310,000 tested, 0.49% active; AID 488977;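 active means initial fluorescence not abnormally high and integrated response B-score, plate-corrected, over 3 SD above library mean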
Numbers without * were called inactive; i = inactive.

SMILES	CHT block	CHT PAM
CCOC(=O)N1CCN(C(=S)Nc2ccccc2C(C)C)CC1	i	i
CCc1nnc(SCc2cccc(F)c2)nc1CC	i	i
CCC(C)(C)n1nnnc1C(C(C)C)N1CCN(C)CC1 (stereo not given)	i	i
Cc1ccc(SCC(=O)O/N=C(\N)c2ccncc2)cc1	i	i
Cc1cc(C)c(S(=O)(=O)N2CCCOC2CNC(=O)C(=O)NCCCn2ccnc2)c(C)c1 (stereo not given)	i	i
CCc1ccc(CN2CCCC(CCC(=O)N3CCN(c4ccccn4)CC3)C2)o1 (stereo not given)	i	i
COc1ccc(NC(=O)C(c2ccc(OC)cc2)N(C)C(=O)CC2NC(=O)NC2=O)cc1 (stereo not given)	i	i
O=C(COC(=O)c1ccco1)Nc1ccc(Br)cc1	i	i
Cc1sc2ncnc(NCCCN3CCCC3=O)c2c1C	i	i
CCN1CCN(c2cc(C(C)(C)C)nc3c(-c4ccccc4)c(C)nn23)CC1	i	i
Nc1nnc(SCC(=O)Nc2sc3c(c2C(=O)c2ccccc2)CCCC3)s1	i	i
O=C(COC(=O)c1c2c(nc3ccccc13)/C(=C\c1cccs1)CCC2)Nc1ccccc1Cl	i	i
CC1Cc2ccccc2N1C(=O)COC(=O)CNC(=O)c1ccc(Br)o1 (stereo not given)	i	i
O=C(NCCc1ccc(Cl)cc1)C1CCN(c2cnccn2)CC1	i	i
COc1ccc(S(=O)(=O)N2CCc3ccccc32)cc1OC	i	i
CCNC(=O)c1ccc(-n2nc(C)cc2-c2ccccc2)cc1	i	i
COCCCNC(=O)c1ccccc1NS(=O)(=O)c1ccc(C)cc1	i	i
COC(=O)c1cccc(NC(=O)CSc2ncn[nH]2)c1	i	i
COc1ccc(Cn2c(C)nnc2-c2cnn(C)c2N)cc1	i	i
Nc1cc(-c2cccc(F)c2)nn1S(=O)(=O)c1cccc2nsnc12	i	i
Cc1cc(C)nc(/N=C(\N)Nc2ccc(C(C)C)cc2)n1	i	i
Cn1cccc1Cc1nnc(SCC(=O)Nc2ccccc2)n1-c1ccc(F)cc1	i	i
O=C(c1ccccn1)N(Cc1ccco1)C1(C(=O)NC2CCCC2)CCCCC1	i	i
Cc1oc(-c2ccoc2)nc1CN(CC1CCC(=O)N1)C(C)C (stereo not given)	i	i
Cc1occc1-c1nnc(SCC(=O)N2CCN(c3ccc(F)cc3)CC2)n1C	i	i
O=C(Nc1ccccc1N1CCCC1)c1cc(Cl)ccc1Cl	i	i
Cc1ccc(C)c(C(=O)COC(=O)CN2C(=O)C3C4CCC(C4)C3C2=O)c1 (stereo not given)	i	i
O=C1OC(c2ccc3c(c2)OCO3)=N/C1=C\c1ccc(C(=O)O)cc1	i	i
Cc1ccc(NCCCCO)cc1C	i	i
O=C(NC1CCCC1)C(c1ccccc1F)N(C(=O)Cc1cccs1)c1ccc2c(c1)OCCO2 (stereo not given)	i	i
CC(=O)Oc1ccc(C(=O)Nc2cc(C)ccc2NC(=O)COc2ccccc2)cc1	i	i
CC(C)[C@H](NS(=O)(=O)c1ccccc1)C(=O)OCn1nnc2ccccc2c1=O	i	i
O=C(c1ccc2c(c1)OCO2)C1CCCN(C(=O)Nc2ccc(F)cc2F)C1 (stereo not given)	i	i
Nc1ccc(C(=O)NCCCCCCNC(=O)c2ccc(N)cc2)cc1	i	i
O=C(COC(=O)c1ccc(Cl)cc1O)NC(=O)C1CCCCC1	i	i
CCN(CC)S(=O)(=O)c1ccc(NN=C2CCN(C(C)C)CC2)c([N+](=O)[O-])c1	i	i
O=C(Cn1cc(SCc2ccc(F)cc2)c2ccccc21)N1CCOCC1	i	i
COC(=O)c1ccsc1NC(=O)c1ccco1	i	i
CCN1C(=O)/C(=C/C=C2\C=CN(CC)c3ccccc32)SC1=S	i	i
Cc1cnc(NC(=O)CCc2ccccc2)s1	i	i
CC(=O)NC1=NN(c2ccccc2)C(=O)C1	i	i
CCCc1nc2ccccc2c(=O)n1-c1ccc(C(=O)OCC)cc1	i	i
CCOc1ccc(/C=N/n2c(C)nnc2C)cc1OC	i	i
CC(c1nccs1)N(C)C(=O)CCc1nnc(CCc2ccccc2)o1 (stereo not given)	i	i
CC(C)(C)NCc1cc(Br)ccc1OCc1cccs1	i	i
CC(C)C1CCN(C(=O)C2CCC(=O)N(CCc3ccc(Cl)cc3)C2)CC1 (stereo not given)	i	i
O=C(O)CCNS(=O)(=O)c1cccc(Br)c1	i	i
CCC(C)[C@H](NC(=O)N1CCCC1)C(=O)O (stereo not given in full)	i	i
COc1ccccc1OCC(=O)NCC1CCCN(Cc2cnn(C(C)C)c2)C1 (stereo not given)	i	i
O=C(CC1(O)C(=O)c2ccccc2C1=O)c1ccccc1	i	i
COc1cnn(-c2ccc(C)cc2)c(=O)c1SCc1ccccc1	i	i
COc1ccc(-c2c(-c3ccc4c(c3)OCO4)noc2C)cn1	i	i
CC1CCCN(S(=O)(=O)c2ccc3c(c2)n(C)c(=O)c(=O)n3C)C1 (stereo not given)	i	i
COC(=O)[C@@H]1C[C@@]2(O)[C@H](O)[C@H](O)[C@H](O)C[C@H]2N1Cc1ccc(C)s1	i	i
COc1cc(CN(C)CC2CCCN(CCc3ccc(F)cc3)C2)c(Cl)cc1O (stereo not given)	i	i
Cc1ccc(C(=O)CCS(=O)(=O)c2ccc(Br)cc2)cc1	i	i
CC12CCC(C(=O)O)(c3nc4cc([N+](=O)[O-])ccc4nc31)C2(C)C (stereo not given)	i	i
Nc1nc2c(s1)CC(c1ccccc1)CC2 (stereo not given)	i	i
CC(=O)Nc1ccc(C(=O)Nc2nnc(CCc3ccccc3)s2)cc1	i	i
Cn1cnnc1SCc1ccc(C(=O)O)cc1	i	i

Carrying on:
SMILES	CHT block	CHT PAM
Cc1ccc(NC(=O)CS(=O)CC(=O)N(c2ccccc2)C(C)C(=O)NC2CCCC2)cc1 (stereo not given)	i	i
COc1ccc(/C=N/NC(=O)CCn2nnc3ccccc32)cc1	i	i
O=c1c2c3c(sc2nc(N2CCNCC2)n1CCc1ccccc1)CCCCC3	i	i
COc1cccc(CN(C)Cc2c(O)ccc3ccccc23)c1	i	i
CCCc1cc(C(=O)Cc2ccc(F)cc2)c(O)cc1O	-6.51*	i
CCOC(=O)c1oc2nc(CC(C)C)c3c(c2c1N)CCC3	i	i
CCCCn1c(N)c(N(CCC(C)C)C(=O)CC2CCCCC2)c(=O)[nH]c1=O	i	i
Cc1ccc(C(=O)Nc2ccc(N3CCN(C)CC3)nc2)cc1	i	i
N#C/C(C(=O)NCc1ccccc1)=C1/N=C(NC(=O)c2cccs2)c2ccccc21	i	i
CCCc1nnc(NC(=O)CCC(=O)N2CCN(Cc3ccc(C)cc3C)CC2)s1	i	i
CNS(=O)(=O)c1cccc(C(=O)NCC(C)(C)N2CCCCC2)c1	i	i
O=C(NCCC1=CCCCC1)C1CCN(c2nc3ccccc3o2)CC1	i	i
Cc1cc(C(=O)CSc2nc(N)cc(=O)[nH]2)c(C)n1Cc1ccco1	i	i
CC(=O)c1ccccc1OC(=O)COc1ccc(Cl)cc1C	i	i
Cc1csc(SCC(=O)Nc2sccc2C(N)=O)n1	i	i
O=C(CSC1=Nc2ccccc2C2=NC(CC(=O)NC3CCCCC3)C(=O)N12)NCc1ccco1 (stereo not given)	i	i
Cc1cc(NC(=O)CN(C)C)c([N+](=O)[O-])cc1C	i	i
O=C(NCCO)/C(=C\c1ccco1)NC(=O)c1cccs1	i	i
COC(=O)c1ccccc1NC(=O)c1c(O)c2c([nH]c1=O)CCCC2	i	i
Cc1ccc(S(=O)(=O)N2CCCCC2)cc1C(=O)OCC(=O)NC(=O)NC12CC3CC(CC(C3)C1)C2	i	i
COc1ccc(-c2csc(NC(=O)c3ccc(S(C)(=O)=O)cc3)n2)cc1	i	i
O=C(/C=C/c1ccccc1)Nc1ccc(C(=O)N2CCCCC2)cc1	i	i
Cc1cc(C)n2nc(-c3sccc3-n3c(C)ccc3C)cc2n1	i	i
O=C(c1ccc2nc[nH]c2c1)N1CCN(c2ncc(C(F)(F)F)cc2Cl)CC1	i	i
Cc1cc(NC(=O)CN2C(=O)CCSc3ccccc32)no1	i	i
Cn1c(SCc2ccc([N+](=O)[O-])cc2)nnc1-c1cccnc1	i	i
COc1ccc(/C=N/NC(=O)CCn2nc(C)cc2C)cc1O	i	i
Oc1ccc(Cl)cc1C(C#Cc1ccccc1)N1CCOCC1 (stereo not given)	i	i
CC(=O)Nc1nnc(CSCc2ccccc2F)s1	i	i
Cc1ccc2[nH]c(C(=O)N3CCOCC3)cc2c1	i	i
COc1ccc(S(=O)(=O)Nc2ccccc2OC)cc1C	i	i
CC(C)Oc1nc(-c2ccccc2O)nc2ccccc12	i	i
CCn1c(C)cc(/C=C2\SC(=O)N(CC(=O)Nc3ccc(C)c(C)c3)C2=O)c1C	i	i
Cc1csc(NC(=O)c2cc(C)nc3ccccc23)n1	i	i
O=C(NC(=S)Nc1ccc(N2CCOCC2)cc1)c1cccc(Cl)c1Cl	i	i
COc1ccc(C)cc1NC(=O)C(OC(=O)c1cnc(C)cn1)c1ccccc1 (stereo not given)	i	i
O=C(/C=C/c1ccc(Cl)cc1Cl)N(Cc1ccc(Cl)cc1)C1CCS(=O)(=O)C1 (stereo not given)	i	i
CCCC(=O)NCCc1cc(OC)c(OC)cc1Br	i	i
CCC(=O)N1c2ccc(S(=O)(=O)CCC(=O)N3CCN(c4ccccc4)CC3)cc2CC1C (stereo not given)	i	i
COCCNC(=O)C(c1cccs1)N(C(=O)Cn1nnc2ccccc21)c1ccccc1 (stereo not given)	i	i
O=C(NCc1ccc2c(c1)OCO2)c1nn2cccnc2c1Cl	i	i
CN(CC(=O)Nc1sc2c(c1C#N)CCCCC2)Cc1nc2ccccc2c(=O)[nH]1	i	i
CC(C)(C)OC(=O)N1CCC[C@H]1C(=O)N/N=C/c1ccc2nccnc2c1	i	i
CCn1c(CN2CCN(c3ccc(Cl)cc3)CC2)nc2ccccc21	i	i
CN(C(=O)OCc1ccccc1)C(CC(N)=O)C(=O)O (stereo not given)	i	i
Cc1c(NS(=O)(=O)N2CCCC2)c(=O)n(-c2ccccc2)n1C	i	i
Cc1cccc(C(=O)O/N=C2\CCSc3ccc(C)cc32)c1	i	i
C=C1CCN([C@@H](Cc2ccccc2)C(=O)NCc2ccc(Cl)c(Cl)c2)S(=O)(=O)c2ccccc21	i	i
Cc1c(C(=O)N2CCN(S(=O)(=O)c3ccc(F)cc3)CC2)oc2ccccc12	i	i
O=C(c1cccs1)N1CCN(c2cccc(Cl)c2)CC1	i	i
CC(C)Cc1nn2c(N)c(/C=C3\C=Nc4ccccc43)c(=O)nc2s1	i	i
Cc1ccc2oc(C(Cl)(Cl)Cl)cc(=O)c2c1	i	i
CCS(=O)(=O)N1Cc2ccccc2CC1C(=O)Nc1nccs1 (stereo not given)	i	i
CCCCn1c(-c2cccc3ccccc23)nc2cc3[nH]c(=O)c(C(C)C)nc3cc21	i	i
COc1cccc2c(=O)n(CC(=O)NCCc3ccccc3)ccc12	i	i
CC1(C)CC(=O)C=C(C(=O)N2CCCC(C(=O)c3cccc(Cl)c3)C2)O1 (stereo not given)	i	i
CC(C)(C)NC(=O)C(c1ccc(F)cc1)N(Cc1ccco1)C(=O)CCC(=O)Nc1ccccn1 (stereo not given)	i	i
COC(=O)c1sc(NC(=S)NC(=O)c2cccc(Br)c2)nc1C	i	i
COc1cc(-c2nc(C(F)(F)F)c(OC)o2)cc(OC)c1OC	i	i
Cn1c(C(=O)N2CCCc3ccccc32)cc2c(=O)n3ccccc3nc21	i	i

Other compounds follow:
SMILES	CHT block	CHT PAM
COc1ccc(OC)c(NC(=O)Cn2c(=O)n(CC(=O)NCc3ccco3)c(=O)c3ccccc32)c1	i	i
COc1ccccc1N1CCN(C(=O)CCC(=O)Nc2nnc(C(C)C)s2)CC1	i	i
CC(C)(C)C(=O)/C=c1\[nH]c(=O)/c(=C\c2ccc(F)cc2)s1	i	i
[2H]c1c([2H])c([2H])c(C(=O)c2sc(N3CCCCCC3)nc2-c2ccccc2)c([2H])c1[2H]	i	i
Cc1cc2nc(C(C)(C)C)cc(N)n2n1	i	i
O=C1CCN(CCc2ccccc2)CCN1[C@H](CSc1ccc(Br)cc1)c1ccccc1	i	i
NC(=O)c1cccn(Cc2ccc(C(F)(F)F)cc2)c1=O	i	i
COc1ccc(C(=O)Nc2nc3ccc(OC)cc3s2)cc1	i	i
O=C(CNC(=O)c1ccc(F)cc1)c1ccc(Cl)cc1	i	i
Cc1c(N=C2SCC(=O)N2/N=C\c2ccc(Br)cc2)c(=O)n(-c2ccccc2)n1C	i	i
